Source: PubChem BioAssay
EBNA-1 inhibitor: blocks EBNA-1 binding to DNA; inhibition, % at 14.8 µM; 0.34% of 300,000 active; EBNA-1 DNA binding, fluorescence polarization; in the data active means inhibition above about 28%
TPT1 inh: C. albicans TPT1 enzyme inhibition; 0.81% of 300,000 active; recombinant caTPT1, FP RNA substrate dephosphorylation; inhibition, % at 5 µM;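 active means inhibition above the mean of all tested compounds plus 3 SD, set per screening campaign, cut at about 24% in these data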;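 further: plate controls were DMSO alone for no effect and ferristatin control at 100 nM for full effect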
Fh CTSL1 inh: cathepsin L1 inhibition, PFM18AAP counter-screen. recombinant F. hepatica cathepsin L1, Z-Leu-Arg-MCA fluorescence. inhibition, % at 5.96 µM. 0.49% of 300,000 active. AID 1906;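 active means inhibition above the mean of all tested compounds plus 3 SD, set per screening campaign, cut at about 17% in these data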;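 further: 0% = plate median of test compound wells and 100% = 1 µM Z-Phe-Ala-diazomethylketone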
ZTA counter: blocks Epstein-Barr virus ZTA, an EBNA-1 counter-screen; inhibition, % at 11 µM; ZTA-DNA binding, fluorescence polarization; 0.15% of 320,000 active; P03206; AID 2234; in the data active means inhibition above about 33%
Target sequence (P03206 whole entry, looked up): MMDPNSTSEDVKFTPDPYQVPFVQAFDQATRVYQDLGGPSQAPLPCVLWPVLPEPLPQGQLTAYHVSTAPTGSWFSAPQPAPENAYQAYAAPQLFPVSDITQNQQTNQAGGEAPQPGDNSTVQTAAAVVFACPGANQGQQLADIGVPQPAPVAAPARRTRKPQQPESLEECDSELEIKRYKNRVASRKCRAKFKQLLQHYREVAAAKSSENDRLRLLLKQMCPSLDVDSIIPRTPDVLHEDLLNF
core dimer inh: HCV core protein dimerization inhibition; TR-FRET GST/Flag-core106 dimerization, 1536-well; inhibition, % at 5 µM; 0.33% of 300,000 active; AID 1899;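 active means inhibition above the mean of all tested compounds plus 3 SD, set per screening campaign, cut at about 45% in these data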
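Assay system: Tagged HCV core106 pair (GST and Flag) | Buffer or medium: KF-containing HEPES buffer, pH 7.45, DTT, CHAPS, BSA | Also added: Eu donor and XL665 acceptor anti-tag antibodies | Dosing: One concentration, 5 µM, in 0.5% DMSO | Timing: 4 h at 22.5 °C | Technique: TR-FRET 671 and 617 nm emission | Repeats: Singlicate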
PP5 inh: blocks human protein phosphatase 5 activity | inhibition, % at 6.7 µM | P53041 | AID 1987 | purified PP5c, OMFP substrate fluorescence | 0.18% of 320,000 active;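 active means inhibition above the campaign's mean inhibition across all tested compounds plus 3 SD, cut at about 9.5% in these data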;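 further: 0% = DMSO only and 100% = 100 µM cantharidin control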
Target sequence (P53041 whole entry, looked up): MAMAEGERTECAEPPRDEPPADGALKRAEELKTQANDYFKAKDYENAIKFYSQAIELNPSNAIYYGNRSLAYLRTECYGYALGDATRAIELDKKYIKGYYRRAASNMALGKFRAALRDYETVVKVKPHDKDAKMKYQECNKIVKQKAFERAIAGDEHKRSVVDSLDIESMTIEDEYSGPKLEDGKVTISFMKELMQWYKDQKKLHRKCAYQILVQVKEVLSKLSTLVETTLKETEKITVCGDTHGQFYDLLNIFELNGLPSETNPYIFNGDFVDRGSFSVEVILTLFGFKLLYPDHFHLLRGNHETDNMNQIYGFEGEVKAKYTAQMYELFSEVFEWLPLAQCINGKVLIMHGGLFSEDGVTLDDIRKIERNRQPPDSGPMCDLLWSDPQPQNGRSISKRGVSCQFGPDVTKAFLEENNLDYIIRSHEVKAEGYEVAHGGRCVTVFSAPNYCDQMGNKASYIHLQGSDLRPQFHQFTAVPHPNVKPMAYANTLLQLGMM
PREPL inh: human PREPL enzyme inhibition; Q4J6C6; recombinant PREPL, fluorescence polarization activity-based probe; inhibition, % at 5.96 µM; 0.68% of 320,000 active; AID 2751; in the data active means inhibition above about 43%;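 further: 0% = enzyme with DMSO and 100% = wells lacking enzyme; many of its hits are not listed in these tables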
Efflux pump inh: antifungal efflux pump inhibition, Nile Red retention; S. cerevisiae Candida pump triplex; inhibition, % at 10 µM; 0.44% of 330,000 active;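 active means plate passing quality check with inhibition over a set limit, or well fluorescence over plate mean plus 4 SD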;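 further: Nile Red retained in pooled yeast measured as flow cytometry median fluorescence; 0% = buffer negative control and 100% = Enniatin B positive control; higher means more Nile Red kept so more efflux inhibition; some compounds called inactive have numbers as strong as hits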
PP1 inh: PP1-alpha (human) inhibition in PP5 counter-screen. purified PP1alpha, OMFP fluorescence. P62136. 0.9% of 320,000 active. inhibition, % at 6.7 µM;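 active means inhibition above the mean inhibition of all tested compounds plus 3 SD, computed separately for each screening campaign, cut at about 15% in these data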
Target sequence (P62136 whole entry, looked up): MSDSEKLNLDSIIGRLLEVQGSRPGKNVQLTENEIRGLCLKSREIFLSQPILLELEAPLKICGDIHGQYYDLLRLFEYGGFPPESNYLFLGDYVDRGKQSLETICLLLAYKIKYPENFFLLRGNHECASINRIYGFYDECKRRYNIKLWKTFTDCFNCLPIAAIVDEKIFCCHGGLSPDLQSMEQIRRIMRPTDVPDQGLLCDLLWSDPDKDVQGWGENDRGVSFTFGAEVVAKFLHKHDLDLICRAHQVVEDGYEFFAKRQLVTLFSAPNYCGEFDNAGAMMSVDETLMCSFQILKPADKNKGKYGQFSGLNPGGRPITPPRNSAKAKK
* = called active by the depositor; . = not tested or not shown.

Results follow in this order: PP5 inh	PREPL inh	core dimer inh	EBNA-1 inhibitor	PP1 inh	Efflux pump inh	TPT1 inh	ZTA counter	Fh CTSL1 inh
1) Cc1cc(Cl)ccc1N(CC(=O)NCc1ccccc1)S(C)(=O)=O
 : 0.2	-16	8	2	2	-0.1	-2	13	-4
2) O=C(Nc1cccc(S(=O)(=O)N2CCOCC2)c1)c1cnccn1
 : -0.2	3	-6	-3	-1	0.0	0	-19	2
3) O=C(CNCc1cccs1)Nc1ccc(N2CCCCCC2)cc1
 : 3.5	1	-13	-1	3	0.3	-1	4	-2
4) COc1ccc(CNC(=O)Cc2csc(NC(=O)Nc3ccccc3OC)n2)cc1
 : 2.3	-11	6	6	0	0.2	2	3	3
5) CCN(CC)CCOCCOC(=O)C(CC)(CC)c1ccccc1
 : 2.2	-4	-5	8	1	0.1	-2	4	4
6) Cc1cc(C)c(S(=O)(=O)N2CCC(C(=O)NCc3ccco3)CC2)c(C)c1
 : -0.1	-2	3	-2	-7	0.0	-1	-7	-1
7) Nc1nonc1-n1nnc(C(=O)N/N=C/c2cccnc2)c1CSC1=NCCS1
 : 0.8	-15	2	-8	1	0.3	0	5	-6
8) COc1cccc(-n2cnc3sc4c(c3c2=O)CCC4)c1
 : -2.1	14	0	-2	1	-0.2	0	-7	8
9) CCC1(c2ccc(F)cc2)NC(=O)N(CC(=O)N2CCc3ccccc32)C1=O (centres undefined)
 : 0.7	-7	.	.	-2	0.0	.	2	.
10) c1ccc(Oc2cc(-c3ccccc3)nc(-c3ccccc3)n2)cc1
 : 4.7	10	-12	2	-1	-0.3	-1	-14	-2
11) CCSc1nnc(NC(=O)Cc2ccc(OC)c(S(=O)(=O)N3CCOCC3)c2)s1
 : -3.4	9	0	6	-6	0.3	0	4	1
12) CCOc1ccc(OCC)c(NS(=O)(=O)c2ccc3c(c2)CCN3C(=O)C2CCC2)c1
 : 6.2	9	8	1	6	-0.2	-8	-25	-2
13) O=C(CSC1CC(=O)N(CC(c2ccccc2)c2ccccc2)C1=O)Nc1ccc(Cl)cc1 (centres undefined)
 : 1.3	-8	13	6	8	-0.2	-1	9	6
14) CC(C)CCNC(=O)C1CCCN(S(=O)(=O)c2ccc3c(c2)CC(C)N3C(=O)C2CC2)C1 (centres undefined)
 : -5.1	14	-12	6	-5	0.0	-3	-8	2
15) Cc1ccccc1/C(N)=N/OC(=O)c1cccs1
 : -0.2	11	6	9	-1	-0.3	2	19	3
16) COc1ccc(O)c(/C=N/c2sc(C)c(C)c2C#N)c1
 : 1.2	5	9	5	-6	-0.1	-2	3	1
17) CC(C)(C)c1ccc(OC(=O)Nc2ccc(O)c(C(=O)O)c2)cc1
 : 6.5	2	1	2	4	-0.2	-2	-3	1
18) Cc1sc(NC(=O)CN2CCOCC2)nc1-c1ccc2c(c1)CCN2S(=O)(=O)c1ccccc1
 : 1.0	5	4	7	2	-0.1	2	8	3
19) CC(C)c1ccccc1NC(=O)COC(=O)c1cccnc1
 : -0.4	-5	6	5	-4	0.0	-1	7	0
20) O=C(c1cccs1)N1CCN(Cc2ccncc2)CC1
 : 1.9	-10	-2	4	-1	0.0	-9	-7	0
21) CCOC(=O)Nc1cccc(OCC(=O)Nc2ccccc2OCC)c1
 : 0.4	-8	5	13	-1	0.0	1	12	30*
22) Cc1[nH]c2ccccc2c1C(c1ccncc1)N1CCC(C)CC1 (centres undefined)
 : 1.8	-3	-4	0	-3	0.0	0	7	-1
23) C=CCn1c(SCC(=O)N2CCCC2)nc2c([nH]c3ccccc32)c1=O
 : 3.0	3	10	8	-1	-0.1	-2	0	0
24) O=C(N/N=C/c1ccc([N+](=O)[O-])cc1)c1[nH]ncc1Br
 : 1.2	7	-2	-8	-1	-0.1	-1	-7	5
25) O=C(Nc1ccc2c(c1)OCCO2)c1cccnc1Oc1ccccc1
 : -1.6	-2	1	4	-3	-0.1	-7	3	1
26) O=C(NCC1CCCO1)c1ccc(N2C(=O)C3CCCCC3C2=O)cc1 (centres undefined)
 : -1.2	-6	10	6	0	0.1	1	-5	-1
27) O=C(CN(C(=O)CNS(=O)(=O)c1ccccc1)c1ccc2c(c1)OCCO2)NC1CCCCC1
 : 0.5	0	5	-7	-1	0.0	-1	-12	6
28) O=C(C1CCC1)N1CCc2cc(S(=O)(=O)Nc3ccc4c(c3)OCO4)ccc21
 : 2.1	-5	5	-3	0	-0.1	0	10	4
29) Cn1c(=O)c2c(nc(Br)n2Cc2nnc(N)s2)n(C)c1=O
 : 0.7	8	1	-19	1	0.1	0	-4	-4
30) COc1ccc(-n2ccnc(SCC(=O)NCc3ccc(C)cc3)c2=O)cc1Cl
 : 0.5	-5	3	8	-1	0.0	-2	9	2
31) O=C(COC(=O)c1ccc2c(c1)C(=O)N(c1cccc3ncccc13)C2=O)c1ccc(Cl)cc1
 : 1.4	-4	3	15	-1	-0.2	0	7	-3
32) C#CCOCCOCCOCCNc1nc(N2CCN(C(=O)Cn3cc(CCCCN)nn3)CC2)nc(N2CCN(C(=O)[C@H](CCCCN)n3cc(CCCC)nn3)CC2)n1
 : 0.6	7	-20	-6	2	-0.1	-1	-22	-1
33) CC(C)C[C@@H](CO)N(Cc1ccccc1)S(=O)(=O)N(Cc1ccccc1)[C@@H](CO)CC(C)C
 : 5.4	13	.	.	8	-0.4	.	-8	.
34) CCOC(=O)C(=O)/C(=C\N(C)C)c1onc(-c2ccccc2Cl)c1C(=O)OC
 : -1.2	1	1	15	-3	0.0	-2	22	3
35) Cc1ccccc1NC(=O)COc1coc(CN2CCN(c3ccccc3)CC2)cc1=O
 : 3.1	5	-1	2	-2	0.1	2	2	2
36) O=C(NCc1ccco1)C1CCCN(S(=O)(=O)c2cccc3nsnc23)C1 (centres undefined)
 : 2.8	14	7	-8	-1	0.0	-1	13	-1
37) Cc1cc(C)nc(N/C(=N\S(=O)(=O)Cc2ccccc2)Nc2cccc(Cl)c2C)n1
 : 1.2	0	2	2	0	0.0	-4	1	-5
38) COc1ccc(/C=C/c2n[nH]c(=O)c(C#N)c2C)cc1
 : 0.4	-9	20	12	-4	-0.1	1	17	-1
39) O=C(NCCc1ccccc1)c1ccc2nccnc2c1
 : 1.2	3	-2	8	-1	0.0	-1	5	-2
40) Cc1n[nH]c(C)c1S(=O)(=O)N(CC(=O)Nc1ccc2c(c1)OCCO2)c1ccc(C(C)C)cc1
 : 2.6	-6	3	0	-1	0.0	0	4	5
41) Cc1ccc(CNC(=O)CCS(=O)(=O)c2ccc(C)cc2)cc1
 : 0.7	-4	-4	-1	2	0.0	-1	-16	-4
42) CC(=O)Nc1ccc(OCC(O)Cn2cnc3ccccc32)cc1 (centres undefined)
 : 2.7	7	-4	-4	-1	0.2	-2	-3	-3
43) COc1ccc(-c2nn(C)c(=O)c3ccccc23)cc1NS(C)(=O)=O
 : 2.1	8	-4	-10	-7	0.0	2	-12	3
44) Cc1cc(NC(=O)CN2C(=O)NC(C)(c3ccccc3)C2=O)no1 (centres undefined)
 : 1.7	11	-2	1	-5	-0.2	1	-12	-4
45) O=C1CC(c2ccccc2)=Nc2ccccc2N1Cc1ccccc1
 : 1.3	-14	15	6	-5	0.0	0	20	0
46) Cn1cc(SCC(=O)Nc2nccs2)c2ccccc21
 : 1.4	-8	-22	5	0	0.0	2	-1	-3
47) CCOc1ccc(N/C(N)=N/c2nc(CSc3nnnn3-c3ccccc3)cc(=O)[nH]2)cc1
 : 0.8	1	6	-9	1	0.0	-1	-22	-6
48) Cc1onc(-c2ccccc2)c1C(=O)N1CCN(Cc2ccc3c(c2)OCO3)CC1
 : 2.5	22	3	-4	1	0.7	2	5	-3
49) COc1cc(/C=N/NC(=O)c2nc3ccccn3c2C)cc(OC)c1O
 : -0.7	12	-11	-1	-5	0.0	1	-16	4
50) Cc1ccc(C(=O)OCC(=O)N(CC(C)C)c2c(N)n(Cc3ccccc3)c(=O)[nH]c2=O)cc1[N+](=O)[O-]
 : 0.6	8	4	-4	2	0.0	1	1	0
51) O=C(Nc1nc(-c2ccccc2)c(C(=O)c2ccccc2)s1)c1ccc(S(=O)(=O)N2CCCC2)cc1
 : -1.6	-3	-13	6	-4	0.5	-2	-12	-2
52) Cc1cc(N2CCOCC2)nc2ccc(NC(=O)CCC(=O)N3CCCC(C)C3)cc12 (centres undefined)
 : 0.1	12	2	-1	1	0.0	1	-9	4
53) CC1CCN(C(=O)CSc2nnc(Cc3cc(=O)[nH]c(=O)[nH]3)n2-c2ccc(Cl)cc2)CC1
 : 1.4	20	2	10	-10	0.2	-4	0	-4
54) CN(Cc1ccccc1)C(=O)c1ccc(COc2ccccc2)cc1
 : 2.0	-2	11	-4	0	-0.3	3	13	-2
55) CCOc1ccc(C(C(=O)Nc2ccc(F)cc2)N(C(=O)Cn2nnc3ccccc32)C2CC2)cc1 (centres undefined)
 : 3.6	-9	8	-6	3	0.3	0	-1	4
56) O=C(CSCc1cccc(CSCC(=O)Nc2ccccc2)n1)Nc1ccccc1
 : 0.4	-1	2	20	-1	0.0	-3	9	1
57) Cc1ccc(NC(=O)CCn2c(=O)oc3ccccc32)c(C)c1
 : 0.6	-2	-4	-4	-2	0.1	2	-6	0
58) COCCN(CCOC)S(=O)(=O)c1ccc(C(=O)Nc2nnc(COC)o2)cc1
 : -1.4	1	5	4	-7	-0.1	3	21	0
59) CCCc1cc2nnc(SCC(=O)N(C)C3CCCCC3)n2c(N)n1
 : 3.0	7	3	-17	1	0.1	3	3	0
60) CN(C)c1cc[n+](CC(=O)Nc2ccc(Cl)cc2)cc1
 : -0.1	9	-1	-2	-2	0.0	0	-1	-3

The list goes on.
Results follow in this order: PP5 inh	PREPL inh	core dimer inh	EBNA-1 inhibitor	PP1 inh	Efflux pump inh	TPT1 inh	ZTA counter	Fh CTSL1 inh
61) CCN(CC)S(=O)(=O)c1ccc(N2CCOCC2)c(NC(=O)c2cccc(C#N)c2)c1
 : -0.4	9	-5	-4	-4	-0.4	-1	4	1
62) O=C(Cc1ccccc1)NN1C(=O)c2ccccc2C1=O
 : -0.4	-9	0	2	-2	0.0	0	7	-6
63) CN(C)C(=O)CSc1nc2ccc(C(=O)c3ccccc3)cc2[nH]1
 : -1.7	11	0	-4	-3	0.0	1	7	-1
64) CCCCC1=CC2=C(c3ccco3)C(=O)C(C)(OC(=O)c3ccc(OC)cc3)C(=O)C2=CN1CC(C)C (centres undefined)
 : 0.2	17	37	11	6	-0.1	1	10	-2
65) N/C(Cc1nc(-c2ccc(Cl)cc2)cs1)=N/O
 : -1.2	6	1	0	1	-0.1	0	-8	-3
66) Cc1ccc(S(=O)(=O)Nc2ccc(Cl)cc2C(=O)c2ccc(F)cc2)cc1
 : 2.2	9	3	14	1	0.1	-5	-12	3
67) Cc1nnc(NCCO)c2ccccc12
 : -1.5	0	5	4	4	0.0	-7	13	-3
68) CC1OC(Nc2cccc3ccccc23)C(O)C(O)C1O (centres undefined)
 : 1.5	21	-4	0	3	-0.1	0	-10	9
69) NC(=O)c1ccccc1NC(=O)NC1CCCCC1
 : 2.6	-21	-8	-17	-1	0.1	0	-17	1
70) COc1ccc(Cl)cc1NC(=O)CNc1ccccc1N1CCOCC1
 : -1.1	4	-4	-2	-1	0.0	-3	15	-1
71) Cc1ccc(NC(=O)c2nnn(CC(=O)Nc3ccccc3)c2N)cc1C
 : -0.5	19	2	0	4	-0.1	-4	0	0
72) COc1cccc(C(=O)Nc2nnc(S(=O)(=O)Nc3cccc(C)c3)s2)c1
 : -1.6	11	-5	0	3	-0.1	-3	14	1

Of the compounds above, 2 contain a nitro group on carbon.
Results follow in this order: PP5 inh	PREPL inh	core dimer inh	EBNA-1 inhibitor	PP1 inh	Efflux pump inh	TPT1 inh	ZTA counter	Fh CTSL1 inh
24) O=C(N/N=C/c1ccc([N+](=O)[O-])cc1)c1[nH]ncc1Br
 : 1.2	7	-2	-8	-1	-0.1	-1	-7	5
50) Cc1ccc(C(=O)OCC(=O)N(CC(C)C)c2c(N)n(Cc3ccccc3)c(=O)[nH]c2=O)cc1[N+](=O)[O-]
 : 0.6	8	4	-4	2	0.0	1	1	0

An excerpt; rates above refer to the full screens.
